Ba/F3 V617F tox: loss of viability in JAK2V617F-driven Ba/F3 cells. Ba/F3 EpoR-JAK2V617F viability, ATP luminescence. inhibition, % at 5.6 µM. 220,000 compounds, 1.1% hits. AID 1446;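 active means inhibition above the campaign mean plus 3 SD over all tested compounds, cut at about 24% in these data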;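 further: cytokine-independent growth of Ba/F3 cells driven by EpoR plus mutant JAK2; 0% = DMSO-treated cells and 100% = JAK inhibitor I control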
RBBP9 inh: inhibitors of human serine hydrolase RBBP9. O75884. recombinant RBBP9, FP-Rh probe fluorescence polarization. inhibition, % at 7.94 µM. 220,000 compounds, 0.2% hits;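 active means inhibition above the campaign mean of all tested compounds plus 3 SD, cut at about 14% in these data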;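 further: plate controls were DMSO wells with RBBP9 for no effect and wells lacking RBBP9 protein for full effect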
Target sequence (O75884 whole entry, looked up): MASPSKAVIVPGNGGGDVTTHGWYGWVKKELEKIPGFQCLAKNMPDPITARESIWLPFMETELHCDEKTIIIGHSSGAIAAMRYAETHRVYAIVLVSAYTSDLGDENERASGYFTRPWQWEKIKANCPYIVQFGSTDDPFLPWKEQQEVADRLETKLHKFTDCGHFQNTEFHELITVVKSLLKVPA
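Measured by: FP readout at 525/598 nm; material: recombinant human RBBP9; also added: Serine-hydrolase probe FP-Rh, 375 nM pre-mixing; medium: Tris buffer pH 8.0, NaCl, Pluronic; replication: one well per compound; doses: one concentration, 7.94 µM nominal, 0.794% DMSO; timing: preincubation 30 min plus labeling 45 min at 25 °C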
BaF3 parental: parental Ba/F3 viability inhibition as JAK2V617F counter-screen; CellTiter-Glo ATP luminescence; inhibition, % at 5.6 µM; 220,000 compounds, 1.1% hits;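 active means inhibition above a per-campaign cutoff, the mean inhibition of all tested compounds plus 3 SD, cut at about 27% in these data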;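 further: 0% = DMSO wells and 100% = JAK Inhibitor I control wells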
Furin inhibitor: inhibitors of human furin | purified furin, fluorogenic substrate cleavage | inhibition, % at 30 µM | 220,000 compounds, 0.061% hits; in the data active means inhibition above about 25%; further: inactives centre near -15
Tb hexokinase: T. brucei hexokinase 1 inhibition. 220,000 compounds, 0.11% hits. inhibition, % at 10 µM. recombinant TbHK1, G6PDH-coupled NADH A340. AID 1430;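 active means inhibition of 50% or more in the single-dose primary screen; inactive means inhibition below 50%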
p97 inhibitor: inhibitors of human p97 ATPase; P55072; recombinant p97 ATPase, Kinase-Glo ATP luminescence, 3 h; inhibition, % at 8 µM; 220,000 compounds, 0.42% hits; in the data active means inhibition above about 15%;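 further: 0% = DMSO vehicle and 100% = wells lacking enzyme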
Target sequence (P55072 whole entry, looked up): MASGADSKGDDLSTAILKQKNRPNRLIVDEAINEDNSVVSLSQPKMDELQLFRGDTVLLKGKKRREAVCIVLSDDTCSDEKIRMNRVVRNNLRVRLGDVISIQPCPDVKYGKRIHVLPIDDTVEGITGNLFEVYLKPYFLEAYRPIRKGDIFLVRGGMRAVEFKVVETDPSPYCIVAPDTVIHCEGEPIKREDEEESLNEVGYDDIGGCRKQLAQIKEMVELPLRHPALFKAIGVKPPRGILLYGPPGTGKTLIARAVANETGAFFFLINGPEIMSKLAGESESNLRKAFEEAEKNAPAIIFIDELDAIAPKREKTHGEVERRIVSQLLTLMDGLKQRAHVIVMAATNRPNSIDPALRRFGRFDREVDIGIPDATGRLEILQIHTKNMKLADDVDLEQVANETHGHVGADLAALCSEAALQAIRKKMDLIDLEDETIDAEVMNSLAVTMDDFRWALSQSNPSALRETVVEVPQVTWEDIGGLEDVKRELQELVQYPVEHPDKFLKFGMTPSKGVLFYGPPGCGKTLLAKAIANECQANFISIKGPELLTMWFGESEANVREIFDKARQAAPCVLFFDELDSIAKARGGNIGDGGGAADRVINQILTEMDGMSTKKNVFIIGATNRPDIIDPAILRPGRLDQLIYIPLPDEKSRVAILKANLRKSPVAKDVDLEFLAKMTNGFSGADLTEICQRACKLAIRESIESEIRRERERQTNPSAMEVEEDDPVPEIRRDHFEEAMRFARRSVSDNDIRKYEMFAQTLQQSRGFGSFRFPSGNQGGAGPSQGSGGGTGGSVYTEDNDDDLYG
p47phox inh: p47phox (human) inhibition; inhibition, % at 24.7 µM; 220,000 compounds, 0.53% hits; P14598; p47phox/p22phox peptide binding, fluorescence polarization, 2 h;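 active means inhibition above about 30%, limit read from the data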;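 further: 0% = p47phox with labelled peptide and 100% = labelled peptide alone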
PPC-1+TRAIL kill: PPC-1 cancer cell killing with TRAIL present; cell killing (% activity), % at 4 µM; PPC-1 cells + TRAIL, ATPLite viability luminescence; 220,000 compounds, 0.41% hits;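 active means cell killing above 50% in the first pass at 4 µM, then a duplicate retest at 5 µM averaging 50% or more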;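 further: plate controls were cells with TRAIL plus DMSO for no effect and medium-only wells lacking cells for full effect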
PGE2 EP2 inh: inhibitors of human EP2 prostaglandin E2 receptor; P43116; C6 glioma cells expressing human EP2, cAMP TR-FRET; cells stimulated with saturating PGE2; inhibition, % at 25 µM; 260,000 compounds, 0.52% hits; AID 1422;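 active means percent inhibition above 40 after rounding to a whole number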;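 further: rat C6 glioma host cells with rolipram phosphodiesterase inhibitor present; the protocol text gives 20 µM as final concentration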
* = called active by the depositor; / = not tested or not shown; & = joins results of further samples; [ ] = another dose, or the depositor's remark. A portion of the library; the hit share may differ from the screen's.

Start of the data: the first two records, to show the layout:
Every second line gives: Ba/F3 V617F tox | RBBP9 inh | BaF3 parental | Furin inhibitor | Tb hexokinase | p97 inhibitor | p47phox inh | PPC-1+TRAIL kill | PGE2 EP2 inh
Cc1csc(SCC(=O)Nc2ccccc2[N+](=O)[O-])n1
    -3 | -4 | 2 | -16 | -7 | 2 | -14 | / | 10
NC(=O)NC(=O)COC(=O)c1cccc(S(=O)(=O)N2CCCCCC2)c1
    -2 | -9 | -2 | -31 | -10 | 4 | -5 | 13 | 1

The listing, from the start:
Every second line gives: Ba/F3 V617F tox | RBBP9 inh | BaF3 parental | Furin inhibitor | Tb hexokinase | p97 inhibitor | p47phox inh | PPC-1+TRAIL kill | PGE2 EP2 inh
Cc1csc(SCC(=O)Nc2ccccc2[N+](=O)[O-])n1
    -3 | -4 | 2 | -16 | -7 | 2 | -14 | / | 10
NC(=O)NC(=O)COC(=O)c1cccc(S(=O)(=O)N2CCCCCC2)c1
    -2 | -9 | -2 | -31 | -10 | 4 | -5 | 13 | 1
CCCC(=O)Nc1c(C)nn(C(=O)CCC)c1C
    -4 | 12 | 2 | -18[20 µM] | 0 | 0 | 4 | 7 | 18
O=C(/C=C/c1ccccc1Cl)c1ccccc(=O)c1O
    -5 | -3 | 1 | 3 | -3 | 9 | -6 | 19 | 17
COCCNC(=O)[C@H]1C[C@@H]1[C@H](NP(=O)(c1ccccc1)c1ccccc1)c1ccccc1
    -2 | -13 | 5 | -11 | -3 | 2 | -3 | 34 | 3
CCC(/C=N/NC(=O)CCCCC(=O)N/N=C/C(CC)CC)CC
    0 | -7 | 6 | -8 | 4 | 0 | -9 | 23 | 2
COc1ccc(C(=O)C2CCCN(Cc3ccc(C#CCCO)cc3)C2)c(OC)c1 (stereo unspecified)
    -3 | -9 | -2 | -5 | -2 | 3 | -6 | 16 | 7
COc1cc(CNCCc2ccccc2F)ccc1OCC(=O)N1CCCCC1
    2 | -9 | 0 | -17 | 9 | -5 | 5 | -4 | 4
COc1ccc(C2CCCN2C(=S)Nc2ccccc2C)cc1OC (stereo unspecified)
    1 | -5 | 5 | -22 | -4 | 0 | 7 | 18 | 4
CC1=C(C(=O)Nc2ccccc2)C(c2cccnc2)n2nc(-c3cccnc3)nc2N1 (stereo unspecified)
    1 | -4 | 4 | -23 | -5 | 5 | -32 | 24 | 6
OC(c1ccccn1)(c1ccccn1)c1ccccn1
    -2 | 6 | 3 | -15 | 9 | 4 | 0 | 7 | 7
COc1ccc(C2C(C#N)=C(N)N(c3sc4c(c3C#N)CCCC4)C3=C2C(=O)CC(C)(C)C3)cc1OC (stereo unspecified)
    1 | -6 | 8 | -7[20 µM] | -15 | 8 | -22 | 7 | 17
Cc1ccc([C@@H]2C3COCC=C3C(C#N)=C(N)C2(C#N)C#N)o1 (stereo partly specified)
    -3 | -1 | 0 | 9 | -12 | 0 | -19 | 6 | 3
CC(CC(=O)O)CC(=O)Nc1cc([N+](=O)[O-])ccc1O (stereo unspecified)
    3 | 3 | 3 | -7 | 7 | -1 | 20 | -8 | 1
CC(C)Oc1ccc(NC(=O)CCC(=O)O)cc1
    3 | -2 | 3 | -9[20 µM] | -4 | -2 | -7 | 7 | 2
COc1ccccc1Oc1ccc2c(c1)C(=O)N(CC1CCCO1)C2=O (stereo unspecified)
    -5 | 4 | -1 | -12 | -25 | 4 | -15 | 6 | 16
O=C(CN1C(=O)c2cccc3cccc(c23)C1=O)N1CCN(Cc2ccc3c(c2)OCO3)CC1
    -1 | 0 | 3 | -35 | -37 | 3 | -7 | 0 | 9
O=C(c1cccnc1)N1N=C(c2cccs2)CC1c1ccc(F)cc1 (stereo unspecified)
    -2 | -1 | 1 | -14 | -11 | 2 | -15 | 1 | 6
COC(=O)c1ccc(-c2nc(O)c3cnccn23)cc1
    -2 | -8 | 0 | -2 | -11 | 1 | -17 | -15 | 13
O=C(CNc1ccccc1)N/N=C/c1ccc2c(c1)OCO2
    3 | -2 | 8 | -20 | -12 | 0 | -20 | -9 | 1
CCN(C(=O)c1c(N)cnn1C)c1ccccc1
    2 | -8 | 5 | -11 | 9 | -3 | 3 | 11 | 6&4
CCCCCn1c(CNC(=O)c2cccs2)nc2ccccc21
    1 | -12 | 1 | -9[20 µM] | 6 | -6 | -2 | -7 | 6
O=C1c2ccccc2C(Nc2cccc(C(F)(F)F)c2)N1Cc1ccco1 (stereo unspecified)
    -3 | -6 | 3 | -9 | -2 | 2 | -14 | 10 | 21
CCOc1ccc(/C(O)=C2\C(=O)C(=O)N(c3cc(C)on3)C2c2ccccc2OC)cc1 (stereo unspecified)
    12 | -6 | 2 | -18 | -18 | -3 | 0 | 11 | 40*
O=C1[C@@H]2[C@H]3CC[C@H](C3)[C@@H]2C(=O)N1O
    -5 | -7 | -5 | -18 | -9 | 7 | -4 | 13 | 11
N#Cc1nc(Cc2ccccc2)oc1NCc1cccnc1
    1 | -4 | 8 | -16[20 µM] | -4 | 1 | -12 | 6 | 11
COc1ccc(N(CC(=O)Nc2cccc(C)c2C)S(=O)(=O)c2c(C)n[nH]c2C)cc1
    -2 | 5 | 7 | -18 | 1 | -2 | -8 | 2 | 5
CCOC(=O)C1=C(COc2ccc(F)cc2Cl)NC(=O)NC1c1cc(C)ccc1C (stereo unspecified)
    -3 | 2 | -1 | -20[20 µM] | -2 | 4 | 6 | 20 | 8
CCN1C(=O)c2ccc(C(=O)O)cc2C1=O
    3 | -3 | 4 | -20[20 µM] | 2 | 1 | -1 | 0 | 7
CN(C)CC/C=C1\c2cc(F)ccc2CSc2ccccc21
    -1 | -3 | 5 | -23 | 6 | 3 | -17 | 4 | 5

Every second line gives: Ba/F3 V617F tox | RBBP9 inh | BaF3 parental | Furin inhibitor | Tb hexokinase | p97 inhibitor | p47phox inh | PPC-1+TRAIL kill | PGE2 EP2 inh
CC1CCc2c(sc(NC(=O)CSc3nnc(-c4ccccc4)o3)c2C#N)C1 (stereo unspecified)
    -5 | -8 | 3 | -9 | -7 | 3 | 3 | -3 | 7
COCCN(CCOC)S(=O)(=O)c1ccc(C(=O)Nc2nnc(C3CC3)o2)cc1
    -4 | -3 | 3 | -21[20 µM] | -7 | 5 | -6 | 4 | 11
COc1ccc2c(c1)C(=NNC(=O)c1ccccn1)c1cc(OC)ccc1-2
    1 | -4 | 8 | -8 | -40 | 2 | 49* | 21 | 9
O=C(Nc1ccc(Cl)cn1)c1ccc([N+](=O)[O-])o1
    1 | 5 | -1 | -5 | -25 | 7 | 5 | 9 | 15&2
CCOc1ncccc1C(=O)OCc1c(Cl)cccc1Cl
    -1 | -11 | 3 | -18 | 23 | -2 | -9 | 21 | 6
O=C(c1nnsc1S(=O)c1ccc(Cl)cc1)N1CCOCC1 (stereo unspecified)
    90* | -8 | 40* | -10 | -6 | 5 | 9 | 16 | 21
Cc1ccc(NC(=O)CSc2nnc([C@@H]3CCCN3C(=O)OC(C)(C)C)o2)c(C)c1
    -8 | 3 | 0 | -8 | -1 | 7 | 6 | 32 | 7
CCn1c(C(=O)N2CCC(C(=O)NCc3ccc4c(c3)OCO4)CC2)cc2sccc21
    2 | -8 | 6 | -27 | -8 | -2 | 0 | 8 | 11
CCOC(=O)N1CCN(C(=O)CN2C(=O)COc3ccc(C)cc32)CC1
    6 | -1 | 8 | -16[20 µM] | 2 | -1 | -7 | 36 | 4
Cc1cc(N(C)Cc2ccccc2)nc(-c2ccccc2)n1
    -2 | 2 | 3 | -11[20 µM] | -13 | -2 | -3 | -4 | 8
CCC(C)(c1nnnn1-c1c(C)cccc1C)N(N=O)c1cccc(C(F)(F)F)c1 (stereo unspecified)
    5 | -9 | 11 | 4 | 6 | -8 | -9 | -6 | -1
Cc1ccc(NC(=O)CSC2=NN3CCCC(=O)N=C3S2)c(C)c1
    -8 | 1 | 2 | -27 | 0 | 11 | 0 | 13 | 1
Cc1cc(C)cc(N(CC(=O)N/N=C/c2ccncc2)S(=O)(=O)c2ccccc2)c1
    -5 | -5 | 2 | -9 | 5 | 1 | -11 | 18 | 6
CC(C)CC(=O)Nc1ccc(Oc2ccc(NC(=O)CC(C)C)cc2)cc1
    1 | -4 | 2 | -13[20 µM] | -5 | -2 | -20 | 13 | 15
CN(CCC#N)C(=S)Nc1ccc(F)cc1
    1 | -10 | 2 | -4 | -6 | -7 | -4 | 11 | 10
CCc1cc(C(=O)OC)c(NC(=O)c2cc(Br)cs2)s1
    -3 | -8 | 7 | -23[20 µM] | -1 | 2 | -20 | 4 | 5
O=C(N[C@@H](Cc1c[nH]c2ccccc12)C(=O)NC1CC1)c1ccccc1Cl
    -3 | -5 | -1 | -20 | -3 | 7 | -6 | 23 | 13
CC(=O)/C(C#N)=C1\NC(=O)C(Cc2cc(Cl)ccc2Cl)S1 (stereo unspecified)
    -2 | -4 | 5 | -18 | -31 | 5 | -13 | 9 | 7
COc1ccccc1-c1nc2ccccc2c(=O)n1NC(=O)c1cccs1
    -2 | -7 | 6 | -33 | -6 | 5 | -4 | 21 | 6
C=CCn1c(SCC(=O)Nc2ccccc2C)nnc1-c1ccncc1
    1 | -9 | 4 | -25 | 0 | 3 | -3 | 19 | 12&9
CC(=O)c1cccc(NC(=O)c2cc(C)no2)c1
    2 | 3 | 13 | -26 | 0 | -2 | -11 | 8 | 11
COc1ccccc1NC1=Nc2cccc3cccc1c23
    -3 | -4 | -4 | -17 | -24 | 4 | -4 | 9 | 10
CCOC(=O)C1=NNC2(c3ccc(C)cc3)C(=O)N(c3ccc(Cl)cc3)C(=O)C12 (stereo unspecified)
    4 | -3 | 8 | -10 | 36 | 1 | -14 | 1 | 25
O=C(O)COCC(=O)Nc1cc(C(F)(F)F)cc(C(F)(F)F)c1
    1 | -9 | 0 | -23 | -8 | 0 | -1 | -1 | 2
Cc1cccc(OCC(=O)NCC(=O)N/N=C/c2c(C)[nH]c3ccccc23)c1
    -2 | -5 | -6 | -26 | -29 | 4 | -16 | 29 | 2
COc1nc(N(C)C)nc(N(C#N)CCOC(C)=O)n1
    -3 | -6 | 4 | -29 | -2 | 3 | -17 | / | 15&6
CN(C)c1nc(NCc2ccccc2)nc(N/N=C/c2ccc(Br)cc2)n1
    -1 | 2 | 10 | -6 | -4 | 3 | -4 | 2 | 6
CC(=O)OC(COc1cccc(C)c1)Cn1cnc2ccccc21 (stereo unspecified)
    -1 | -4 | 5 | -28 | -2 | -2 | -3 | -12 | 10
CC(C)Cc1n[nH]c(=O)[nH]1
    -2 | -7 | 4 | -22[20 µM] | 5 | 2 | -1 | -13 | 6
Fc1ccc(NC(=S)N2CCCCC2)cc1
    -2 | -13 | 8 | -9 | 36 | 4 | -4 | 18 | 7

Every second line gives: Ba/F3 V617F tox | RBBP9 inh | BaF3 parental | Furin inhibitor | Tb hexokinase | p97 inhibitor | p47phox inh | PPC-1+TRAIL kill | PGE2 EP2 inh
CSCCC(NC(=O)OC(C)(C)C)C(=O)Oc1ccc2c(=O)c(-c3ccc4c(c3)OCCO4)coc2c1 (stereo unspecified)
    -3 | 2 | 3 | -11 | -18 | 0 | -11 | 32 | 6
Cc1cccn2cc(-c3ccc(NC(=O)Cc4ccccc4)cc3)nc12
    -6 | 1 | -3 | -25 | -6 | 4 | 1 | 23 | 9
O=P(OC1CCCCC1)(OC1CCCCC1)C(O)c1ccc(Cl)cc1Cl (stereo unspecified)
    0 | 2 | -2 | 13[20 µM] | -3 | -2 | -1 | 3 | 4
O=C(Nc1ccccn1)c1cc(-n2cnnc2)ccc1Cl
    -7 | -2 | 0 | -11[20 µM] | -4 | 2 | -12 | 12 | 10

High-throughput results from PubChem.
